Screening data from PubChem BioAssay.
CCHFV vOTU inh = blocks the CCHF virus ovarian tumor domain protease; hit rate 0.55% among 370,000; AID 651958; CCHFV vOTU protease, Pep-AMC fluorescence; inhibition, % at 11.5 µM; note: 0% = vehicle wells with enzyme and 100% = no enzyme wells
FadD28 binding = M. tuberculosis FadD28 bisubstrate binding inhibition; AID 588549; inhibition, % at 12.5 µM; hit rate 0.22% among 360,000; FadD28 bisubstrate probe binding, fluorescence polarization; in the data active = inhibition above about 8.5%, passing the limit was not always enough; inconclusive = no clear call, values can overlap the other calls
BoNT-F LC inh = blocks Botulinum neurotoxin F light chain protease; Multiplex microsphere protease cleavage assay, flow cytometry; inhibition, % at 10 µM; hit rate 0.22% among 360,000; AID 588497; in the data active = inhibition above about 35%, passing the limit was not always enough; inconclusive = no clear call, values can overlap the other calls; note: plate controls were buffer without enzyme for full effect and enzyme alone for no effect
MazF activator = activators of E. coli MazEF toxin-antitoxin RNase. FAM/BHQ RNA-DNA oligo cleavage fluorescence, 5 h. hit rate 0.32% among 350,000. P0AE70. activation, % at 20 µM; in the data active = activation above about 50%
Target sequence (P0AE70 whole entry, looked up): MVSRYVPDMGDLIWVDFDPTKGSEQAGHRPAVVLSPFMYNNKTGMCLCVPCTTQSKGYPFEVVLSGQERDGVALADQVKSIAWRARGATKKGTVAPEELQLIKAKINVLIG
Rv3671c inh = Rv3671c (M. tuberculosis) protease inhibition; hit rate 0.048% among 320,000; P9WHR9; inhibition, % at 5.96 µM; in the data active = inhibition above about 38%;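 note: extracellular domain of Rv3671c used as enzyme; 0% = enzyme with DMSO and 100% = no enzyme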
Target sequence (P9WHR9 whole entry, looked up, the tested form may be a part): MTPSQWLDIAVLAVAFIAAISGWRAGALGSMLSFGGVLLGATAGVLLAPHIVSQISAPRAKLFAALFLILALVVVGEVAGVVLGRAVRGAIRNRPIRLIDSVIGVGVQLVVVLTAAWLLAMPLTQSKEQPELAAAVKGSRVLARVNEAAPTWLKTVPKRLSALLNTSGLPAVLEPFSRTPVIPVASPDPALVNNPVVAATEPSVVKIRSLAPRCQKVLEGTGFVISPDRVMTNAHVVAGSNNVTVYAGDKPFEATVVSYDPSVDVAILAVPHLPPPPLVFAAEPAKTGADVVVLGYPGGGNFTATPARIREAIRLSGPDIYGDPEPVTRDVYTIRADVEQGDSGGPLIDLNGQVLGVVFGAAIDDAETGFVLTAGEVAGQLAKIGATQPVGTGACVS
DUSP3 inh = inhibitors of human VHR1 phosphatase (DUSP3). P51452. recombinant VHR phosphatase, pNPP absorbance. inhibition, % at 13.3 µM. hit rate 0.52% among 290,000; in the data active = inhibition above about 50%; note: some compounds called inactive have numbers as strong as hits
Target sequence (P51452 whole entry, looked up): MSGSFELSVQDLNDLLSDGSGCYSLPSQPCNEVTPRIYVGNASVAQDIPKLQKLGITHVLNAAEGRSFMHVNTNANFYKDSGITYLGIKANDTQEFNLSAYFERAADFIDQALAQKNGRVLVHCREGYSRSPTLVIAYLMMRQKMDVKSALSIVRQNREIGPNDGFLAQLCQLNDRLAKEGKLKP
UGM FP inh = Mtb UDP-galactopyranose mutase inhibition | AID 504406 | inhibition, % at 10 µM | hit rate 0.06% among 320,000 | P9WIQ1 | purified UGM, fluorescence polarization probe displacement; in the data active = inhibition above about 10%, passing the limit was not always enough; inconclusive = no clear call, values can overlap the other calls
Target sequence (P9WIQ1 whole entry, looked up): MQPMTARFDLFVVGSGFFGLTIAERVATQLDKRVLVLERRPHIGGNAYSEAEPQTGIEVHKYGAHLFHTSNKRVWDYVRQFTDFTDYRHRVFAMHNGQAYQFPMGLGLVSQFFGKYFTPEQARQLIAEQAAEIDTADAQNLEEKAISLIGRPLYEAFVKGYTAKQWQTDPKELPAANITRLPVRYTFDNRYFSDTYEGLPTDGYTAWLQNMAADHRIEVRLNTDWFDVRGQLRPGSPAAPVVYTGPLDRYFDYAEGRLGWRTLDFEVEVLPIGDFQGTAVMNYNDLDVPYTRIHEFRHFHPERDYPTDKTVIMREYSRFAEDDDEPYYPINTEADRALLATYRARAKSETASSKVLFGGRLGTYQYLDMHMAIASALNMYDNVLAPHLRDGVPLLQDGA
FBA Mtb inh = Mtb fructose-bisphosphate aldolase inhibition; purified M. tuberculosis FBA, fluorescence read-out; inhibition, % at 1 µM; hit rate 2.3% among 360,000; P9WQA3; in the data active = inhibition above about 27%;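 note: 0% = vehicle and 100% = reference inhibitor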
BioA inh = BioA (M. tuberculosis) enzyme inhibition | purified M. tuberculosis BioA enzyme, plate reader | inhibition, % at 9.99 µM | hit rate 0.096% among 360,000 | AID 602481; in the data active = inhibition above about 40%; inconclusive = no clear call, values can overlap the other calls
GDH-TPI inh = counter-screen for M. tuberculosis FBA inhibitors: GDH-TPI coupled enzymes; inhibition, % at 4.8 µM; GDH-TPI coupled enzyme counterscreen, NADH absorbance; hit rate 1.2% among 360,000;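 note: 0% = DMSO wells and 100% = wells lacking the enzyme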
The depositor's hits bear a star. Cut-off read from the data, not from the text of the source, unless noted: active = inhibition above about 30%; inactive = the rest. This is a random part of the collection; 4.9% or so of the library scored in one or more.

CC(=O)N1CCSc2ccc(S(=O)(=O)NCc3ccc(F)cc3)cc21 was read as CCHFV vOTU inh 13, FadD28 binding -0.4, BoNT-F LC inh -4, MazF activator 2, Rv3671c inh -3, DUSP3 inh -10, UGM FP inh 1.3, FBA Mtb inh 4, BioA inh 1.7 and GDH-TPI inh 9.
For COc1ccc(Br)cc1C(=O)Nc1ccccc1-c1ccccc1 the results were CCHFV vOTU inh -1, FadD28 binding -1.4, BoNT-F LC inh -15, MazF activator -1, Rv3671c inh -16, DUSP3 inh -1, UGM FP inh -1.7, FBA Mtb inh 2, BioA inh -1.5 and GDH-TPI inh 8.
O=S(=O)(Nc1ccc(S(=O)(=O)N2CCCC2)cc1)c1ccccc1Br was read as CCHFV vOTU inh 19, FadD28 binding -4.8, BoNT-F LC inh 1, MazF activator -1, Rv3671c inh -2, UGM FP inh -1.0, FBA Mtb inh -3, BioA inh 0.1 and GDH-TPI inh 5.
`Cc1cc(Cl)ccc1NC(=O)CCC(=O)N/N=C/c1cc([N+](=O)[O-])ccc1O` gave CCHFV vOTU inh -1, FadD28 binding -1.4, BoNT-F LC inh -6, MazF activator 5, Rv3671c inh 14, DUSP3 inh 7, UGM FP inh 2.1, FBA Mtb inh -2 and GDH-TPI inh 7.
Screening CC(=O)c1cccc(NC(=O)C2CCN(C(=O)c3ccc([N+](=O)[O-])cc3)CC2)c1 returned CCHFV vOTU inh -6, FadD28 binding 0.1, BoNT-F LC inh 1, MazF activator 8, Rv3671c inh -10, DUSP3 inh 10, UGM FP inh -0.2, FBA Mtb inh -1, BioA inh 3.2 and GDH-TPI inh 6.
CC(C)CCn1nnnc1C(c1ccc(F)cc1)N1CCC(C(N)=O)CC1 (stereo not given) was read as CCHFV vOTU inh 7, FadD28 binding -3.6, BoNT-F LC inh -18, MazF activator 2, Rv3671c inh -9, DUSP3 inh 17, UGM FP inh -5.5, FBA Mtb inh 3, BioA inh 10 and GDH-TPI inh -9.
`Cn1cc(CN2CCCCC2C(=O)Nc2ccc(-n3cccn3)cc2)cn1` (stereo not given) gave CCHFV vOTU inh 2, FadD28 binding 1.2, BoNT-F LC inh 10, MazF activator -3, Rv3671c inh 1, DUSP3 inh 70, UGM FP inh -1.2, FBA Mtb inh -2, BioA inh -1.9 and GDH-TPI inh 8.
Screening COc1ccc(C(c2c(N)[nH]c(=S)[nH]c2=O)c2c(N)[nH]c(=S)[nH]c2=O)cc1 returned CCHFV vOTU inh 13, FadD28 binding -2.8, BoNT-F LC inh inconclusive, MazF activator 11, Rv3671c inh 0, DUSP3 inh 2, UGM FP inh 1.8, FBA Mtb inh -1, BioA inh 1.1 and GDH-TPI inh 3.
Screening O=C(NC1CC2CCC1C2)C1CCN(S(=O)(=O)c2ccc(-c3nn[nH]n3)cc2)CC1 (stereo not given) returned CCHFV vOTU inh 1, FadD28 binding -0.4, BoNT-F LC inh -2, MazF activator 1, Rv3671c inh 2, DUSP3 inh 6, UGM FP inh -1.9, FBA Mtb inh -2, BioA inh -1.0 and GDH-TPI inh 4.
NC(Cc1ccc(F)cc1)c1csc(Nc2ccc(S(N)(=O)=O)cc2)n1 (stereo not given) was read as CCHFV vOTU inh 0, FadD28 binding -1.4, BoNT-F LC inh -10, FBA Mtb inh 2, BioA inh 1.3 and GDH-TPI inh 6.
For CN1CCN(C(=S)NC(=O)/C=C/c2ccccc2Cl)CC1 the results were CCHFV vOTU inh -7, FadD28 binding -3.2, BoNT-F LC inh -5, MazF activator 12, Rv3671c inh -5, DUSP3 inh 22, UGM FP inh 3.2, FBA Mtb inh -2 and GDH-TPI inh -5.
`Cc1nc(-c2cccnc2)sc1C(=O)Nc1cccc(C(F)(F)F)c1` gave CCHFV vOTU inh 14, FadD28 binding -6.4, BoNT-F LC inh -4, MazF activator 2, Rv3671c inh -26, DUSP3 inh 41, UGM FP inh 1.0, FBA Mtb inh -3, BioA inh 50* and GDH-TPI inh 16.

Quoted at random: 2 entries already listed
O=S(=O)(Nc1ccc(S(=O)(=O)N2CCCC2)cc1)c1ccccc1Br was read as CCHFV vOTU inh 19, FadD28 binding -4.8, BoNT-F LC inh 1, MazF activator -1, Rv3671c inh -2, UGM FP inh -1.0, FBA Mtb inh -3, BioA inh 0.1 and GDH-TPI inh 5.
Screening CC(=O)c1cccc(NC(=O)C2CCN(C(=O)c3ccc([N+](=O)[O-])cc3)CC2)c1 returned CCHFV vOTU inh -6, FadD28 binding 0.1, BoNT-F LC inh 1, MazF activator 8, Rv3671c inh -10, DUSP3 inh 10, UGM FP inh -0.2, FBA Mtb inh -1, BioA inh 3.2 and GDH-TPI inh 6.

Next section:
CCOC(=O)CSc1nnc(-c2cc(OC)c(OC)c(OC)c2)o1 was read as CCHFV vOTU inh -11, FadD28 binding -1.0, BoNT-F LC inh -9, MazF activator -17, Rv3671c inh 11, DUSP3 inh 11, UGM FP inh 1.1, FBA Mtb inh 2 and GDH-TPI inh -6.
Cc1ccc(CS(=O)Cc2ccc(C(=O)N3CCN(C4CCCCC4)CC3)o2)cc1 (stereo not given) was read as CCHFV vOTU inh 3, FadD28 binding -0.5, BoNT-F LC inh 6, MazF activator 5, Rv3671c inh -10, DUSP3 inh 27, UGM FP inh -0.9, FBA Mtb inh -1, BioA inh 0.3 and GDH-TPI inh 8.
Screening COc1ccc(/C=C/C(=O)c2cc(F)ccc2OC(=O)c2ccccc2)cc1OC returned CCHFV vOTU inh 20, FadD28 binding -0.5, BoNT-F LC inh -17, MazF activator -7, Rv3671c inh -9, UGM FP inh 1.0, FBA Mtb inh 1, BioA inh -0.8 and GDH-TPI inh 17.
Screening COc1ccccc1NC1(C#N)CCCCC1 returned CCHFV vOTU inh -6, FadD28 binding -0.3, BoNT-F LC inh -4, MazF activator 5, Rv3671c inh -6, DUSP3 inh -14, UGM FP inh -0.6, FBA Mtb inh 4 and GDH-TPI inh 4.
CC1(C)CC(=O)C2=C(C1)N(Cc1cccnc1)C(=O)C2(NC(=O)c1ccc(F)cc1)C(F)(F)F (stereo not given) was read as CCHFV vOTU inh 6, FadD28 binding -2.1, BoNT-F LC inh 1, MazF activator 4, Rv3671c inh 0, DUSP3 inh 19, UGM FP inh 2.7, FBA Mtb inh 0, BioA inh -1.4 and GDH-TPI inh 12.
For CN(C)C1=NCCN1CCC1CCCC1 the results were CCHFV vOTU inh -2, FadD28 binding -3.0, BoNT-F LC inh -10, MazF activator 7, Rv3671c inh 6, DUSP3 inh 24, UGM FP inh -0.3, FBA Mtb inh -4, BioA inh -0.1 and GDH-TPI inh 12.
CC1CCN(CCCNC(=O)COc2cc(=O)n(C)c3ccccc23)CC1 was read as CCHFV vOTU inh -5, FadD28 binding -0.4, BoNT-F LC inh 5, MazF activator -3, Rv3671c inh 2, DUSP3 inh 15, UGM FP inh 1.0, FBA Mtb inh -2, BioA inh 0.0 and GDH-TPI inh 16.
COc1ccc(Nc2nc(=O)c3cc([N+](=O)[O-])ccc3s2)cc1 was read as CCHFV vOTU inh -10, FadD28 binding -9.8, BoNT-F LC inh -6, MazF activator -8, DUSP3 inh 19, FBA Mtb inh -1 and GDH-TPI inh 4.
Screening Cc1oc(-c2cccc(Cl)c2)nc1CN1CCC(C(=O)N2CCN(c3ccccc3F)CC2)CC1 returned CCHFV vOTU inh 1, FadD28 binding -3.5, BoNT-F LC inh -5, MazF activator -16, Rv3671c inh -1, DUSP3 inh 7, UGM FP inh 0.7, FBA Mtb inh 2, BioA inh -0.4 and GDH-TPI inh 1.
Screening CCCCOc1ccc(C(=O)N(Cc2ccccc2)C2CCS(=O)(=O)C2)cc1 (stereo not given) returned CCHFV vOTU inh 12, FadD28 binding -2.8, BoNT-F LC inh -10, MazF activator 5, Rv3671c inh 1, DUSP3 inh 8, UGM FP inh -2.3, FBA Mtb inh 2, BioA inh -0.2 and GDH-TPI inh 3.
`CCN(CC)CCCNC(=O)C1c2ccccc2Oc2ccccc21` gave CCHFV vOTU inh 2, FadD28 binding -0.6, BoNT-F LC inh 4, MazF activator 6, Rv3671c inh 6, DUSP3 inh 5, UGM FP inh 0.8, FBA Mtb inh 2, BioA inh 1.5 and GDH-TPI inh 3.
For Fc1ccccc1Cc1noc(CN2CCN(c3ccc(Cl)cn3)CC2)n1 the results were CCHFV vOTU inh -5, FadD28 binding -1.3, BoNT-F LC inh -6, MazF activator 1, Rv3671c inh 7, DUSP3 inh 26, UGM FP inh 2.7, FBA Mtb inh 0, BioA inh 1.4 and GDH-TPI inh 3.
`CC(C)(C)c1ccc(C(O)c2ncc(-c3ccccc3F)[nH]2)cc1` (stereo not given) gave CCHFV vOTU inh 17, FadD28 binding -2.4, BoNT-F LC inh -5, FBA Mtb inh -2, BioA inh 0.1 and GDH-TPI inh 2.
For CCCCN(C)C(=O)c1ccc(S(=O)(=O)N2CCOCC2)cc1 the results were CCHFV vOTU inh -5, FadD28 binding -0.4, BoNT-F LC inh -2, MazF activator 10, Rv3671c inh -5, DUSP3 inh 19, UGM FP inh 0.3, FBA Mtb inh 0, BioA inh -0.7 and GDH-TPI inh 1.
COc1ccc(NC(=O)c2ccc3c(c2)S(=O)(=O)N=C2CCCCCN23)cc1S(N)(=O)=O was read as CCHFV vOTU inh 13, FadD28 binding -3.2, BoNT-F LC inh -8, MazF activator 5, FBA Mtb inh -3, BioA inh 2.1 and GDH-TPI inh 11.
COc1ccc(C(=O)C(C)[n+]2ccc(-c3nnc4n3CCCCC4)cc2)cc1 (stereo not given) was read as CCHFV vOTU inh -12, FadD28 binding -3.4, BoNT-F LC inh -6, MazF activator -2, Rv3671c inh 1, DUSP3 inh 12, UGM FP inh 3.0, FBA Mtb inh 3, BioA inh 0.7 and GDH-TPI inh 1.
`CN1/C(=C\C(=O)c2ccco2)c2ccccc2CC1(C)C` gave CCHFV vOTU inh -1, FadD28 binding -2.6, BoNT-F LC inh -32, MazF activator 7, Rv3671c inh -11, DUSP3 inh 34, UGM FP inh 1.5, FBA Mtb inh -2 and GDH-TPI inh 13.
`OCC1CCCN1C(=S)Nc1ccccc1` (stereo not given) gave CCHFV vOTU inh 2, FadD28 binding -0.7, BoNT-F LC inh -5, MazF activator 4, Rv3671c inh 0, DUSP3 inh 25, UGM FP inh -0.8, FBA Mtb inh 3, BioA inh 0.4 and GDH-TPI inh 13.
`COc1ccc(C2C3=C(CC(C)(C)CC3=O)Nc3c2c(=O)n(C)c(=O)n3C)cc1OC` (stereo not given) gave CCHFV vOTU inh 4, FadD28 binding -0.1, BoNT-F LC inh 3, MazF activator -13, Rv3671c inh 4, DUSP3 inh 19, UGM FP inh 2.8, FBA Mtb inh 1, BioA inh -0.1 and GDH-TPI inh 8.
O=C(Nc1ccccc1)N1CCC(n2c(=O)[nH]c3ccccc32)CC1 was read as CCHFV vOTU inh -3, FadD28 binding -1.6, BoNT-F LC inh -8, MazF activator 3, Rv3671c inh -1, DUSP3 inh 23, UGM FP inh 0.1, FBA Mtb inh 4, BioA inh 2.1 and GDH-TPI inh 5.
O=C(NCC(=O)N(Cc1cccs1)C(C(=O)NC1CCCCC1)c1ccncc1)c1ccco1 (stereo not given) was read as CCHFV vOTU inh -6, FadD28 binding -0.8, BoNT-F LC inh 0, MazF activator -4, Rv3671c inh -4, DUSP3 inh 25, UGM FP inh 0.7, FBA Mtb inh -4, BioA inh -2.9 and GDH-TPI inh -2.
For CC(C)(C)C1=C(C#N)C(c2cccnc2)C(C#N)=C(N)O1 (stereo not given) the results were CCHFV vOTU inh -4, FadD28 binding -4.3, BoNT-F LC inh -6, MazF activator 2, Rv3671c inh 10, DUSP3 inh 8, UGM FP inh 0.8, FBA Mtb inh -4 and GDH-TPI inh -2.
`C=CCn1c(SCC(=O)N2CCc3ccccc3C2)nc2sc(C)c(C)c2c1=O` gave CCHFV vOTU inh 0, FadD28 binding 1.2, BoNT-F LC inh -11, MazF activator 1, Rv3671c inh -12, DUSP3 inh -13, UGM FP inh 0.3, FBA Mtb inh -4 and GDH-TPI inh 6.
Screening Cc1cccc(NC(=O)CSCC(=O)N2CCCc3ccccc32)c1 returned CCHFV vOTU inh 4, FadD28 binding -0.8, BoNT-F LC inh -11, MazF activator -5, Rv3671c inh 2, UGM FP inh -1.2, FBA Mtb inh 3, BioA inh 2.0 and GDH-TPI inh 2.
